Compound activity: PubChem, Broad Institute
ARNT TACC3 PPI – ARNT/TACC3 interaction disruption | AlphaScreen His-ARNT PAS-B/GST-TACC3 binding, luminescence; TACC3 fragment carries E629A point mutation | inhibition, % at 9.99 µM | 0.66% of 390,000 active;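 active = mean inhibition of replicates at least 50% and at least half of replicates each reaching 50%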;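 also: 0% = complete ARNT plus TACC3 wells and 100% = ARNT alone without TACC3; many hits fall short of the cut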
Statin myotox sup – suppression of simvastatin myotoxicity; C2C12 myotubes + simvastatin, ATP luminescence, 48 h; scaled: DMSO 0, geranylgeraniol control 100; rescue of ATP level, % at 7.49 µM; 0.78% of 330,000 active; AID 602340;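 active = mean ATP rescue above about 67%, or every replicate alone reaching that limit, limit read from the data, passing the limit was not always enough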;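 also: myotubes were challenged with 10 µM simvastatin during compound exposure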
SIRT5 block – blocks human SIRT5 desuccinylation of peptide; Purified SirT5, succinyl-peptide AMC, trypsin-coupled fluorescence; inhibition, % at 15 µM; 1.1% of 330,000 active; AID 652115; in the data active = inhibition above about 15%
Target sequence (Q9NXA8 whole entry, looked up): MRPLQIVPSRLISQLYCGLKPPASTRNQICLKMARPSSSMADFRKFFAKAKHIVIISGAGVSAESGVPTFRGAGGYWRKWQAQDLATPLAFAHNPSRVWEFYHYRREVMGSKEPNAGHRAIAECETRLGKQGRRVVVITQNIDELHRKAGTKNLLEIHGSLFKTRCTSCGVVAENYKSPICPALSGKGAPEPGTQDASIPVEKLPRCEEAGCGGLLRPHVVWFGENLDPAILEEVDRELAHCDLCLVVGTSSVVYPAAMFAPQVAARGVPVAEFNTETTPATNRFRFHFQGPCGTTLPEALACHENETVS
esBAF inh – SWI/SNF esBAF complex inhibition; mouse ES cells, Bmi1-luciferase knock-in reporter, 24 h; 100% = twice the neutral-well signal; reporter increase, % at 12.5 µM; 2% of 350,000 active; AID 602393; in the data active = activation above about 40%;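 also: 0% = median of the plate's neutral control wells and 100% = double that signal; a rise in the Bmi1 reporter signal indicates esBAF inhibition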
Cneo AK release – causes C. neoformans cell lysis; adenylate kinase release luminescence, 4 h; normalised: neutral wells 0, clomiphene wells 100; lysis activity, % at 15 µM; 0.2% of 360,000 active; AID 651654;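 active = mean lysis activity across replicates of at least 80%, whatever share of replicates individually reach that level; inactive = mean lysis activity below 80%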
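Material – log-phase Cryptococcus neoformans yeast cells · Input – 5 × 10^6 yeast cells/mL · Medium – fresh YPD growth medium · Doses – single compound concentration per well · Timing – static 4 h at 37 °C with compound, 1 h detection · Detection – adenylate kinase release luminescence · Read-out – signal increase indicating cell lysis · Control set – Clomiphene as positive lysis control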
miR-122 sensor – inhibitors of miR-122 in Huh7 cells. Huh7 miR-122 Renilla luciferase sensor, 48 h; neutral wells = 0, positive control = 100. activation (reporter increase), % at 12.5 µM. 0.3% of 340,000 active;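 active = mean replicate activation score at least 90 and every replicate individually at or above 90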;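 also: higher luciferase means less miR-122 activity so hits act as miR-122 inhibitors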
ERp5 block – blocks human ERp5 reductase activity on insulin; ERp5 insulin aggregation, absorbance 650 nm, 90 min; inhibition, % at 9.99 µM; 0.05% of 350,000 active; AID 651711;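 active = mean replicate inhibition above about 25%, with every replicate also reaching it, limit read from the data, passing the limit was not always enough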
Target sequence (Q15084 whole entry, looked up): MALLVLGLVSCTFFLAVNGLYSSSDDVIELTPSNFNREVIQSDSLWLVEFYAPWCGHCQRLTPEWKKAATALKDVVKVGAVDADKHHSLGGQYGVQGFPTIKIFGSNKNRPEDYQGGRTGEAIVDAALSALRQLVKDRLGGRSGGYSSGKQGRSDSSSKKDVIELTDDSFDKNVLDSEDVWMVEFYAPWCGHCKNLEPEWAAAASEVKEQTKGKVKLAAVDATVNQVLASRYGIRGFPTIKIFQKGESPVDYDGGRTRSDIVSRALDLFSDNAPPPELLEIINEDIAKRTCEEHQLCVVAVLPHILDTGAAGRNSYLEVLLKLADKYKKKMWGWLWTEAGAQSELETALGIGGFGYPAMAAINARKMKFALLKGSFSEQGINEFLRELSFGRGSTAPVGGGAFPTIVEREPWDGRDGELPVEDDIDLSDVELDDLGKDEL
* = called active by the depositor; [ ] = dose if it differs, or a comment.

`C=CCCC(=O)N1C[C@H]2CCN(C)[C@H]2C[C@H]1c1ccc(Br)cc1` gave Statin myotox sup -5, SIRT5 block 1, esBAF inh 1, Cneo AK release 1, miR-122 sensor 6 and ERp5 block -2.
For CC1(C(=O)NS(=O)(=O)c2ccc(C#N)cc2)CCN1C(=O)Cc1ccsc1 (stereo not drawn) the results were Statin myotox sup -2, esBAF inh 0, Cneo AK release 0, miR-122 sensor 2 and ERp5 block 1.
`COCCNC(=O)C[C@H]1CC[C@H]2[C@@H](COC[C@@H](O)CN2C(=O)Nc2ccccc2OC)O1` gave ARNT TACC3 PPI -3, Statin myotox sup -17, SIRT5 block -2, esBAF inh -3, Cneo AK release -1, miR-122 sensor -4[16.7 µM] and ERp5 block -1.
CN(CC(=O)Nc1cccc(F)c1)CC(=O)Nc1cc(S(=O)(=O)N2CCOCC2)ccc1Cl was read as ARNT TACC3 PPI -7, Statin myotox sup 5, SIRT5 block -7, esBAF inh -1, Cneo AK release -1, miR-122 sensor -5 and ERp5 block 2.
O=C(NNC(=S)Nc1ccc(Cl)cc1Cl)C1CC1 was read as ARNT TACC3 PPI -1, Cneo AK release -8 and miR-122 sensor -3.
Screening Nc1nc(-c2ccc3c(c2)OCCO3)cs1 returned ARNT TACC3 PPI -3, Statin myotox sup 6, esBAF inh 51* and Cneo AK release 3.
For COc1ccccc1S(=O)(=O)N(C)C[C@H]1Oc2cc(/C=C/c3ccccc3)ccc2S(=O)(=O)N([C@H](C)CO)C[C@H]1C the results were ARNT TACC3 PPI 3, SIRT5 block -3, esBAF inh -4, Cneo AK release 9, miR-122 sensor 34[16.7 µM] and ERp5 block -2.
Cc1ccc2c(c1)N(Cc1ccncc1)C(=O)C(C)O2 (stereo not drawn) was read as ARNT TACC3 PPI -4, Statin myotox sup 8, SIRT5 block 6, esBAF inh -3, Cneo AK release -1, miR-122 sensor -5 and ERp5 block 1.
C[C@@H]1CCCCO[C@H](CN(C)C(=O)c2ccccc2)[C@@H](C)CN([C@H](C)CO)C(=O)c2cc(NC(=O)Nc3cccc4ccccc34)ccc2O1 was read as ARNT TACC3 PPI 0, SIRT5 block 1, esBAF inh -2, Cneo AK release -1, miR-122 sensor 12[16.7 µM] and ERp5 block -1.
`C[C@@H]1CN([C@@H](C)CO)C(=O)c2cc(N(C)C)ccc2O[C@@H]1CN(C)Cc1ccc(C(F)(F)F)cc1` gave ARNT TACC3 PPI 8, Statin myotox sup 27, SIRT5 block 5, esBAF inh -5, Cneo AK release -9, miR-122 sensor 1[16.7 µM] and ERp5 block 11.
`COc1ccc(CCNC(=O)C2CC(O)CN2S(=O)(=O)c2ccc(Cl)cc2)cc1OC` (stereo not drawn) gave ARNT TACC3 PPI -2, Statin myotox sup 5, esBAF inh -2, Cneo AK release -1, miR-122 sensor -8 and ERp5 block 1.
`Cn1c(N2CCCC2)nc2c1c(=O)n(Cc1ccc(F)cc1)c(=O)n2C` gave ARNT TACC3 PPI -1, esBAF inh 23, Cneo AK release -1 and miR-122 sensor 7.
`Cc1ccc(S(=O)(=O)Nc2ccc3c(c2)C(=O)N([C@@H](C)CO)C[C@@H](C)[C@@H](CN(C)C)OCCCC[C@@H](C)O3)cc1` gave ARNT TACC3 PPI -4, Statin myotox sup -1, SIRT5 block 0, esBAF inh -2, Cneo AK release -3, miR-122 sensor -9[16.7 µM] and ERp5 block 2.
C[C@H]1CN([C@@H](C)CO)C(=O)c2cccc(NC(=O)Nc3ccc4c(c3)OCO4)c2O[C@@H]1CN(C)Cc1ccc(Oc2ccccc2)cc1 was read as ARNT TACC3 PPI -1, Statin myotox sup 20, SIRT5 block 5, esBAF inh 9, Cneo AK release -8, miR-122 sensor -12[16.7 µM] and ERp5 block 9.
CN(C[C@H]1[C@H](c2ccccc2)[C@@H](CO)N1CC1CC1)C(=O)c1ccccc1 was read as ARNT TACC3 PPI 0, Statin myotox sup -6, SIRT5 block 2, esBAF inh -2, Cneo AK release 3, miR-122 sensor -6[16.7 µM] and ERp5 block -3.
`Cc1ccc(C)c(N(C)C(=O)c2cc3c(=O)[nH]c4ccc(C)cc4c3s2)c1` gave ARNT TACC3 PPI -11, Statin myotox sup -43, SIRT5 block -3, esBAF inh 5, miR-122 sensor 1 and ERp5 block -6.
For CCOC1(OCC)C(c2ccc(Cl)cc2)C(C#N)(C#N)C1(OCC)OCC (stereo not drawn) the results were ARNT TACC3 PPI -2, Statin myotox sup 19, esBAF inh 0, Cneo AK release 3 and miR-122 sensor 2.
Screening COc1ccc(Br)cc1CN1CCN(c2ncccn2)CC1 returned ARNT TACC3 PPI 6, Statin myotox sup -2, SIRT5 block -2, esBAF inh -7, Cneo AK release 6, miR-122 sensor 2 and ERp5 block -2.
Screening O=C(c1ccc(Cl)c(S(=O)(=O)N2CCCC2)c1)N1CCN(c2ncccn2)CC1 returned ARNT TACC3 PPI 0, SIRT5 block 0 and ERp5 block 3.
For CNC(=O)c1ccsc1NC(=O)c1coc2ccccc2c1=O the results were ARNT TACC3 PPI -8, Statin myotox sup -21, SIRT5 block 0, esBAF inh 18, Cneo AK release 19, miR-122 sensor -13 and ERp5 block 0.
CCOCCCN1C(=O)C(=O)N(CC(=O)N2c3ccccc3NC(=O)CC2C)C1=O (stereo not drawn) was read as Statin myotox sup 3, SIRT5 block 2, esBAF inh -10, Cneo AK release 2 and ERp5 block 8.
Screening COc1ccccc1CNC(=O)c1sccc1-c1ccccc1 returned ARNT TACC3 PPI 3, Statin myotox sup 4, SIRT5 block 0, esBAF inh 1, Cneo AK release 0, miR-122 sensor 1 and ERp5 block -8.
For COc1ccccc1CNCC(=O)Nc1ccccc1-n1cccc1 the results were ARNT TACC3 PPI 2, SIRT5 block 0, miR-122 sensor 7 and ERp5 block -1.
`CCc1c(C)nc2ncnn2c1N1CCC(C(=O)Nc2ccccc2)CC1` gave ARNT TACC3 PPI -27, Statin myotox sup -7, esBAF inh -1, Cneo AK release -3 and miR-122 sensor 2.
Screening CCOc1cccc2cc(-c3nnc(NCc4ccco4)s3)c(=O)oc12 returned ARNT TACC3 PPI -38, Cneo AK release -1 and miR-122 sensor -3.
For COc1ccc(-c2[nH]ncc2CN2CCCC(C(=O)c3cccc(OC)c3)C2)cc1 (stereo not drawn) the results were ARNT TACC3 PPI -3, Statin myotox sup -6, SIRT5 block 18*, esBAF inh -2, Cneo AK release 2, miR-122 sensor 2 and ERp5 block 3.
For CCOC(=O)N1CCC(NC(=O)CS(=O)Cc2nc(-c3ccc(OC)c(OC)c3)oc2C)CC1 (stereo not drawn) the results were ARNT TACC3 PPI -4, Cneo AK release -3 and miR-122 sensor 3.
Cn1cnnc1SCC(=O)Nc1ncc(C(F)(F)F)cc1Cl was read as ARNT TACC3 PPI 23, Statin myotox sup 6, SIRT5 block -3, esBAF inh 14, Cneo AK release 0, miR-122 sensor 8 and ERp5 block -5.
`CC1(C(=O)O)CCCN(C(=O)c2ccc(OC(F)F)cc2)C1` (stereo not drawn) gave Statin myotox sup 5, esBAF inh -2, Cneo AK release -1, miR-122 sensor 2 and ERp5 block -1.
Screening O=C(NC1CCCC1)N1CCCCN2[C@H](C1)[C@H](c1ccc(-c3ccccc3)cc1)[C@@H]2CO returned ARNT TACC3 PPI -3, SIRT5 block 0, Cneo AK release 0, miR-122 sensor 0[16.7 µM] and ERp5 block 3.

Reprinted from the part before: 3 entries, then new ones.
Cn1cnnc1SCC(=O)Nc1ncc(C(F)(F)F)cc1Cl was read as ARNT TACC3 PPI 23, Statin myotox sup 6, SIRT5 block -3, esBAF inh 14, Cneo AK release 0, miR-122 sensor 8 and ERp5 block -5.
`CC1(C(=O)O)CCCN(C(=O)c2ccc(OC(F)F)cc2)C1` (stereo not drawn) gave Statin myotox sup 5, esBAF inh -2, Cneo AK release -1, miR-122 sensor 2 and ERp5 block -1.
Screening O=C(NC1CCCC1)N1CCCCN2[C@H](C1)[C@H](c1ccc(-c3ccccc3)cc1)[C@@H]2CO returned ARNT TACC3 PPI -3, SIRT5 block 0, Cneo AK release 0, miR-122 sensor 0[16.7 µM] and ERp5 block 3.
`C[C@@H]1CCCCO[C@@H](CN(C)Cc2ccccc2)[C@H](C)CN([C@H](C)CO)C(=O)c2cc(NS(C)(=O)=O)ccc2O1` gave ARNT TACC3 PPI 0, Statin myotox sup 1, SIRT5 block -2, esBAF inh -1, Cneo AK release -3, miR-122 sensor -3[16.7 µM] and ERp5 block 3.
C[C@@H]1CN([C@H](C)CO)C(=O)c2cc(NC(=O)Nc3ccc4c(c3)OCO4)ccc2O[C@@H]1CN(C)S(=O)(=O)c1ccc(F)cc1 was read as ARNT TACC3 PPI 12, Statin myotox sup -35, SIRT5 block 0, esBAF inh 24, Cneo AK release -3, miR-122 sensor 33[16.7 µM] and ERp5 block -3.
COC(=O)[C@@]12CCCCN1[C@H](c1ccc(-c3ccc(F)cc3)cc1)[C@H]1C(=O)N(C)C(=O)[C@H]12 was read as ARNT TACC3 PPI -7, Statin myotox sup 1, esBAF inh 8, Cneo AK release 1, miR-122 sensor -4 and ERp5 block -3.
For COc1ccc(CN(C)C(=O)c2ccc3c(=O)n4c(nc3c2)CCC4)c(OC)c1 the results were ARNT TACC3 PPI 5, Statin myotox sup 10, SIRT5 block -6, esBAF inh -2 and ERp5 block 8.
Screening O=C(N/N=C/c1cccc(OCc2ccccc2)c1)c1ccc(Br)cc1 returned ARNT TACC3 PPI -44, SIRT5 block -2 and ERp5 block 9.
Screening COc1ccc(C)cc1NC(=O)CSc1ccc(-c2sc(C)nc2C)nn1 returned ARNT TACC3 PPI -4, SIRT5 block 1, Cneo AK release -1 and ERp5 block 2.
`COc1ccc(N2C(=O)c3ccccc3NC23CCCCC3)cc1` gave ARNT TACC3 PPI 6, Statin myotox sup -16, SIRT5 block 0, esBAF inh -24, Cneo AK release -5, miR-122 sensor -1 and ERp5 block 0.
Screening Cc1cc(NC(=O)CSCC(=O)NCc2cccc(C(F)(F)F)c2)no1 returned ARNT TACC3 PPI 0, SIRT5 block -7 and ERp5 block 0.
`COc1cccc(CNC(=O)C[C@H]2C=C[C@H](NC(C)=O)[C@H](CO)O2)c1` gave ARNT TACC3 PPI 0, Statin myotox sup -2, SIRT5 block -3, esBAF inh -3, Cneo AK release 4 and ERp5 block 2.
C[C@H](CO)N1C[C@H](C)[C@H](CN(C)C(=O)c2cccc(F)c2)Oc2ncc(-c3ccccc3)cc2C1=O was read as Statin myotox sup 6, esBAF inh -6 and miR-122 sensor 5[16.7 µM].
For COc1ccc(NS(=O)(=O)c2ccc(Cl)c(NC(=O)c3cccnc3Cl)c2)cc1 the results were ARNT TACC3 PPI -6, Statin myotox sup 15, SIRT5 block -3, esBAF inh -8, Cneo AK release -2, miR-122 sensor 11 and ERp5 block -1.
COc1cccc(NC(=O)N[C@@H]2CC[C@H](CC(=O)Nc3ccccc3)O[C@@H]2CO)c1 was read as ARNT TACC3 PPI 5, Statin myotox sup 2, SIRT5 block 2, esBAF inh -1, Cneo AK release -1 and ERp5 block -3.
Screening CC(=O)Nc1ccc(S(=O)(=O)N2CCN(C(=O)c3ncoc3-c3cccc(C)c3)CC2)cc1 returned ARNT TACC3 PPI 11, Statin myotox sup -12, SIRT5 block -1, esBAF inh 2, Cneo AK release 4, miR-122 sensor -10 and ERp5 block -1.
CC(=O)c1ccc(NS(=O)(=O)Cc2ccccc2)cc1 was read as ARNT TACC3 PPI -5, Statin myotox sup -1, esBAF inh -2 and miR-122 sensor 1.
O=C(N/N=C/c1sc(N2CCOCC2)nc1-c1ccccc1)c1ccccc1Cl was read as ARNT TACC3 PPI -3, Statin myotox sup 11, SIRT5 block -3, esBAF inh 6, Cneo AK release 1, miR-122 sensor 4 and ERp5 block 4.
O=C(Nc1cccnc1)c1ccc2ccccc2c1O was read as ARNT TACC3 PPI 0, Statin myotox sup 4, SIRT5 block 2, esBAF inh 23, Cneo AK release -7, miR-122 sensor 0 and ERp5 block 2.
CC(C)CC(=O)CN1C(=O)C2(OCCO2)c2ccccc21 was read as ARNT TACC3 PPI -3, Statin myotox sup 1, esBAF inh -6, Cneo AK release 4 and miR-122 sensor 6.
